From PubChem
Chronic BCR inh – qHTS Assay to Find Inhibitors of Chronic Active B-Cell Receptor Signaling. Potency, µM (titrated, usually from 46.1 µM), for the others: top-dose ratio change, negative = lower green/red ratio, usual class: inhibitors. ABC-DLBCL IkBa-CBG/CBR reporter, luminescence ratio, 4 h. 0.05% of 340,000 active. AID 493014, 2011; active means well fitted inhibition curve with a large enough effect in the signal ratio, with a control signal flat, not every such curve was filed as active; inconclusive means small, poorly fitted or top-dose-only effect, or effect the other way, or a change in a side signal; the % refers to the signal ratio;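 further: potency means the concentration at half of the fitted maximal effect; plate controls were basal doxycycline-induced cells for no effect and cells given 10 µM MG132 for full effect; MG132 reads +100%, hits lower the ratio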
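Cell line TMD8 (human ABC DLBCL), stably expressing tet-inducible CBG68-IkBa fusion and CBR; IMDM/0.5% FBS; cpd up to 46 uM; dox induction, 4 h, 37C/5% CO2; dual luminescence; green/red ratio; MG132 control.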
ASM inhibitor – Inhibitors of Secretory Acid Sphingomyelinase (S-ASM): qHTS | 0.006% of 340,000 active | placental ASM, HMU-PC fluorogenic substrate, 60 min | AID 504937, 2011 | Potency, µM (titrated, usually from 57.5 µM), without a hit: at the top dose activity change, negative = inhibition, hits mostly inhibitors; further: potency means the concentration at half of the fitted maximal effect
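Steps: dispense placental human ASM, pin compound, wait 10 min at room temperature, add HMU-PC0 substrate at 9 uM final, incubate 60 min at 37 °C, add stop solution raising pH to 10, read fluorescence.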
Menin-MLL TR inh – qHTS Assay for Inhibitors Targeting the Menin-MLL Interaction in MLL Related Leukemias: Competition With Texas Red Labeled MLL-derived Mutant Peptide. O00255. Menin + Texas Red MLL mutant peptide, fluorescence polarization. Potency, µM (titrated, usually from 61.6 µM), inactives show at the highest dose FP activity change, negative = inhibition, actives largely listed as inhibitors. 0.23% of 270,000 active; active means well fitted inhibition curve with a large enough effect in the polarisation, with a control signal flat, not every such curve was filed as active; inconclusive means small, poorly fitted or top-dose-only effect, or effect the other way, or a change in a side signal; inactive means no such curve, though single readings can be large or run the other way; the % refers to the polarisation; further: potency means the concentration at half of the fitted maximal effect; % of control where 0% means no effect; many of its hits are not listed in these tables
Target sequence (O00255 whole entry, looked up): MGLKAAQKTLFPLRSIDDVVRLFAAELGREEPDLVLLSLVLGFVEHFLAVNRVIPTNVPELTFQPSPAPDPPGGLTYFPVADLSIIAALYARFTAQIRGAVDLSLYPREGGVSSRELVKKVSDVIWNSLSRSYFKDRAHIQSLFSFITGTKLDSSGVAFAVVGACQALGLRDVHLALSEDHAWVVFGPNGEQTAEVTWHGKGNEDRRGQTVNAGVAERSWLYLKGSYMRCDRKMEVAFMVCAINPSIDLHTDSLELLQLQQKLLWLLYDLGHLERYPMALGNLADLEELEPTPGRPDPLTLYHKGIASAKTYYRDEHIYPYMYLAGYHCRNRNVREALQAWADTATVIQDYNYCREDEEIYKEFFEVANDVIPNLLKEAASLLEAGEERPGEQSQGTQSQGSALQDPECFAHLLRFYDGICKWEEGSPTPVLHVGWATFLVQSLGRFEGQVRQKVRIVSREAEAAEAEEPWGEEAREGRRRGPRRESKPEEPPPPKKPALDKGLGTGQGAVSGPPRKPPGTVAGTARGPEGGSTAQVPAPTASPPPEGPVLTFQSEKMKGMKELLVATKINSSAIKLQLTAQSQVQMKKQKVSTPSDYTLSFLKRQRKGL
Giardia killer – Small Molecules that selectively kill Giardia lamblia: qHTS; activity change, % at 7.66 µM, hits read low; 0.15% of 340,000 active; Giardia lamblia trophozoite viability; in the data active means activity change below about -80%; inconclusive means between about -30% and that limit;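 further: parasites exposed to compound for two days anaerobically before the ATP read; on the % scale 0 is the no-effect control and ±100 the full control effect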
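Luminescence from cellular ATP indicates surviving trophozoites (100 cells/well) following 48 hrs anaerobic compound treatment at 37 deg C; signal develops 15-30 min at room temperature.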
a7 integrin act – qHTS for Activators of Integrin-Mediated Alleviation for Muscular Dystrophy; alpha7betagal myoblasts, beta-gal FDG fluorescence, 48 h; Potency, µM (top dose mostly 38.3 µM), for inactives: at the top dose activation, most hits filed as activators; 0.064% of 350,000 active;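 further: potency means the concentration at half of the fitted maximal effect; 100% = response of the positive control SU9516; nearly all actives have a fitted effect of over 60% in size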
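alpha7betagal+/- myoblasts (passage 13, 250/well) treated 48 h at 37C with compounds at 1:260 dilution of DMSO stock. Lysed, then beta-galactosidase activity read as FDG fluorescence (ex 480/em 540) after 30 min, with pre-read for autofluorescence.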
Coupling enz – qHTS Assay for Inhibitors of Fructose-1,6-bisphosphate Aldolase from Giardia Lamblia: Coupling assay counterscreen. coupling enzyme system counterscreen, AmpLite Red fluorescence. activity change, negative = inhibition, % at 58.2 µM, hits read low. 0.67% of 290,000 active; in the data active means activity change below about -30%; further: on the % scale 0 is the no-effect control and ±100 the full control effect
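Counterscreen lacking aldolase: glyceraldehyde-3-phosphate coupling-enzyme reagent preincubated 10 min at RT with compound (at 57.5 uM final), then substrate/coupling system with AmpLite Red added; fluorescence read at 525/598 nm after 20 min RT.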
Tb PFK inh – qHTS Assay to Find Inhibitors of T. brucei phosphofructokinase | ATP-dependent 6-phosphofructokinase (Trypanosoma brucei brucei), O15648 | T. brucei PFK, ADP-Glo luminescence | Potency, µM (series often up to 57.5 µM), inactives show at the top dose activity, negative = inhibition, actives largely listed as inhibitors | 0.17% of 330,000 active;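 further: potency means the concentration at half of the fitted maximal effect; 0% = uninhibited 1x PFK enzyme wells and -100% = no-enzyme wells; nearly all actives have a fitted effect of over 60% in size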
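In TEA buffer at pH 8.0 with 5 mM MgCl2, enzyme (1.25 nM) converted F6P (0.5 mM) and ATP (0.1 mM) for 45 min at room temperature. ADP product was read by luciferase luminescence.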
B2AR arrestin – qHTS assay of beta-arrestin-biased ligands of beta2-adrenergic receptor | 0.02% of 330,000 active | Beta-2 adrenergic receptor (Homo sapiens), P07550 | Potency, µM (titrated, usually from 46.1 µM), without a hit: top-dose activation, hits mostly activators | beta-arrestin recruitment to beta2AR, cell-based reporter | AID 492947, 2010;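 further: potency means the concentration at half of the fitted maximal effect; 0% = DMSO controls and full agonism = EC100 isoproterenol or metaproterenol; nearly all actives have a fitted effect of over 65% in size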
PTAP TSG101 blk – qHTS Assay for Iinhibitors of HIV-1 Budding by Blocking the Interaction of PTAP/TSG101. 340,000 tested, under 10 active. Tumor susceptibility gene 101 protein (Homo sapiens), Q99816. AID 493005, 2010. Fluorescence polarization, FITC-PTAP peptide / Tsg101 binding. Potency, µM (titrated, usually from 115 µM), for inactives: at the top dose activity change, negative = inhibition, actives largely listed as inhibitors; active means well fitted inhibition curve with a large enough effect in the main read-out, with a control signal flat, not every such curve was filed as active; inconclusive means small, poorly fitted or top-dose-only effect, or effect the other way, or a change in a side signal; inactive means no such curve, though single readings can be large or run the other way; further: potency means the concentration at half of the fitted maximal effect; % of control where 0% means no effect
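Fluorescence polarization binding of Tsg101 binding domain (10 uM final) to FITC-labeled PTAP peptide (50 nM final) in HEPES pH 7.5 buffer with NaCl, Tween 20, EDTA, TCEP. Compounds added before peptide; binding 20 min at RT.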
GALK inhibitor – qHTS Assay for Inhibitors of Human Galactokinase (GALK) | Purified GALK, Kinase-Glo residual ATP luminescence | 0.007% of 270,000 active | Potency, µM (doses to about 57.5 µM), for inactives: at the highest dose activity change, negative = inhibition, hits mostly inhibitors; further: potency means the concentration at half of the fitted maximal effect; on the % scale 0 is the no-effect control and ±100 the full control effect
Target sequence (P51570 whole entry, looked up): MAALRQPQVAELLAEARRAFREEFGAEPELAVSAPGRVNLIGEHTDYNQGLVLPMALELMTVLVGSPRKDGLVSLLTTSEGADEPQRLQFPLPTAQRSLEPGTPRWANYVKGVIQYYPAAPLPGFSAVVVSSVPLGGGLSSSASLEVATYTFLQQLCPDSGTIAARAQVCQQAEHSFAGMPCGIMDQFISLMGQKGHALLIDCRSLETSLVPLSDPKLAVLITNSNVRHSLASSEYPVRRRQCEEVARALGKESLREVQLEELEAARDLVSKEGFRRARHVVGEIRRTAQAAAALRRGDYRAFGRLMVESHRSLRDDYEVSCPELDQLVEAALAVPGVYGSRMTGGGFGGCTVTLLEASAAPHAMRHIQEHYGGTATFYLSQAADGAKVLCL
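The enzyme phosphorylates galactose (100 uM) using ATP (35 uM); inhibition is detected as higher residual ATP, quantified by bioluminescence after 1 h reaction at room temperature, pH 8.0.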
PKM2 act – qHTS Assay for Activators of Human Muscle isoform 2 Pyruvate Kinase; Potency, µM (doses to about 57.5 µM), without a hit: at the highest dose activation, most hits filed as activators; purified PKM2, Kinase-Glo ATP luminescence, activation; response scale: 0% is enzyme alone, no compound; 0.34% of 260,000 active; Pyruvate kinase PKM (Homo sapiens), P14618; further: potency means the concentration at half of the fitted maximal effect; on the % scale 0 is the no-effect control and ±100 the full control effect; nearly all actives have a fitted effect of over 55% in size
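Purified hPK-M2 (>95%) run at intermediate activity with 0.1 mM ADP and 0.5 mM PEP in 50 mM imidazole pH 7.2, KCl, MgCl2; 1 h room temperature. ATP formed read by Kinase-Glo luminescence; normalized to uninhibited and no-enzyme controls.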
An asterisk follows results filed as active; u = inconclusive; x = not tested or not shown; & = joins results of further samples; [ ] = dose if it differs, or a comment. Unless noted, the call rests on the fitted dose curve; in most records, active means well fitted curve in the direction sought with a large enough effect; inconclusive means small, poorly fitted or top-dose-only effect, or another doubt; inactive means no such curve, though single readings can be large; an effect the other way counts as inactive or inconclusive. These rows are one share of the data. The share of hits here may be higher or lower than overall.

Molecule | Chronic BCR inh | ASM inhibitor | Menin-MLL TR inh | Giardia killer | a7 integrin act | Coupling enz | Tb PFK inh | B2AR arrestin | PTAP TSG101 blk | GALK inhibitor | PKM2 act
Cc1cc(C)c2oc(C(=O)NCc3ccccc3)cc(=O)c2c1 | 4% | 0% | -25% | -2 | 5% | -1 | 2% | 0.8% | -1% | x | x
Cc1cc(C)c(NC(=O)NC(=O)c2cccc(F)c2)c(C)n1 | -4% | 1% | 15% | -17 | 16% | 6 | -1% | -1.6% | -4% | -2% | u
Cc1ccc(SCC(=O)OCC(=O)NCCCc2ccccc2)cc1 | -5% | -1% | x | 14 | -5% | x | 5% | -1.1% | 0% | x | x
COc1ccc(C(C(=O)NC2CCCC2)N(C(=O)c2ccco2)c2ccc3c(c2)OCO3)cc1OC (stereo not drawn) | 7% | 7% | -21% | 7 | 7% | 11 | -4% | 0.1% | -7% | -1% | -5%
CN(Cc1ccccc1F)c1ccc(S(=O)(=O)N2CCCC2)cn1 | -5% | -1% | 3% | -1 | -4% | -1 | 0% | 0.2% | -1% | 0% | 10%
O=C(/C=C/c1cc2c(cc1Br)OCO2)NCc1ccc(Cl)cc1 | -9% | 4% | u | 15 | 4% | 3 | -7% | 0.5% | -3% | 2% | -3%
C=C(C)CN1C(=O)c2ccccc2C1=O | u | 4% | 13% | 28 | -1% | 2 | 0% | 0.6% | 0% | -2% | -9%
Cc1cc(C)cc(NC(=O)CS(=O)(=O)c2cccc3nsnc23)c1 | -16% | 5%[11.5 µM] | 0% | 3 | -23% | -3 | -4% | -0.1% | 1% | 8% | 1%
O=C(CSc1nnc(-c2ccco2)n1CC1CCCO1)c1ccc(F)cc1 (stereo not drawn) | 5% | 1% | -18% | -29 | -54%[inhibitor] | -1 | 1% | -0.2% | -10% | 1% | 6%
Cc1cnn(-c2nc(-c3ccccc3)cc(-c3ccccc3)n2)c1 | -7% | -8% | 21% | 18 | 10% | -2 | 0% | -1.6% | -3% | -4% | 0%
O=C(CS(=O)(=O)Cc1ccccc1)NCCc1ccc(F)cc1 | 5% | -5% | x | 27 | u | x | 2% | 0.0% | 0% | -4% | 7%
O=Cc1cn(-c2ccccc2)nc1-c1cc2cc(O)ccc2oc1=O | -10% | x | x | -9 | 12% | -2 | -22% | 0.0% | -2% | -2% | -8%
COCCN(C(=O)COC(=O)Cc1c[nH]c2ccccc12)c1c(N)n(Cc2ccccc2)c(=O)[nH]c1=O | -5% | 3% | x | -5 | 0% | x | -4% | 0.2% | -2% | x | x
Cc1csc2ncc(C(=O)Nc3ccon3)c(=O)n12 | 1% | 132%[activator] | -4% | -6 | 12% | 3 | 0% | 0.3% | -10% | -1% | -2%
CCN(CC)S(=O)(=O)c1cccc(C(=O)NCCCn2ccnc2)c1 | -5% | 0% | x | 29 | -6% | 0 | 2% | -0.2% | -4% | 0% | -2%
COc1ccccc1Nc1nc(N2CCOCC2)nc(N2CCOCC2)n1 | -16% | -3%&-1% | x | -1&-4 | -5% | x | 0% | -0.3% | -4%&5% | 4% | x
CCOC(=O)Nc1ccc2c(CN3C(=O)NC4(CCCC4)C3=O)cc(=O)oc2c1 | u | 52%[activator] | 9% | -1 | -39% | -1 | 2% | -0.7% | -7% | -4% | 4%
Cc1nc(Cl)sc1C(=O)Nc1ccc(C(C)(C)C)cc1 | u | -8% | 16% | 1 | -18% | -1 | -7% | 0.1% | -1% | -7% | -3%
Cc1ccc(Cl)cc1NC(=O)COC(=O)C1CCCC1 | 2% | 1% | 9% | 15 | -21% | 1 | -4% | -0.3% | -4% | -3% | -1%
CSCC[C@H](N)C(=O)N1CCC(C(=O)N[C@H](C)C(=O)NC(C)c2ccccc2)CC1 (stereo partly drawn) | 11% | -2% | -7% | -6 | 10% | 0 | -3% | -0.1% | 3% | x | 5%

Retrieved by compound from the list above:
Molecule | Chronic BCR inh | ASM inhibitor | Menin-MLL TR inh | Giardia killer | a7 integrin act | Coupling enz | Tb PFK inh | B2AR arrestin | PTAP TSG101 blk | GALK inhibitor | PKM2 act
Cc1nc(Cl)sc1C(=O)Nc1ccc(C(C)(C)C)cc1 | u | -8% | 16% | 1 | -18% | -1 | -7% | 0.1% | -1% | -7% | -3%
COCCN(C(=O)COC(=O)Cc1c[nH]c2ccccc12)c1c(N)n(Cc2ccccc2)c(=O)[nH]c1=O | -5% | 3% | x | -5 | 0% | x | -4% | 0.2% | -2% | x | x

Other records follow.
Molecule | Chronic BCR inh | ASM inhibitor | Menin-MLL TR inh | Giardia killer | a7 integrin act | Coupling enz | Tb PFK inh | B2AR arrestin | PTAP TSG101 blk | GALK inhibitor | PKM2 act
CCn1c(SCC(=O)Nc2nc(C)c(C)s2)nnc1-c1cccs1 | 3% | -1% | -14% | 7 | 24% | -2 | -4% | -0.5% | 0% | 0% | -10%
O=C(CN1CCN(c2ccc(F)cc2)CC1)Nc1ccccc1C(=O)NCCc1ccccc1 | u | -3% | x | -8 | -31% | x | 29% | -0.5% | -5% | x | x
CN1CCC(=C2c3ccccc3C=Cc3ccccc32)CC1 | u | 2% | u | 3 | x | 1&2&3 | -1% | u | 2% | -2% | 5%
COc1ccc(OC)c(CNC(=O)Cc2c(C(=O)O)[nH]c3ccc(Cl)cc23)c1 | u | 23% | 18% | 2 | 12% | 12 | -1% | -0.1% | -2% | -2% | -5%
O=C(NC(=S)Nc1ccc(N2CCOCC2)cc1)c1cccc([N+](=O)[O-])c1 | 0% | 3% | 14% | -6 | -16% | 3 | -1% | -0.6% | -4% | 1% | 0%
Cc1cccc(NC(=O)Cc2noc3ccccc23)c1C | 3% | 3% | -8% | -4 | 1% | 1 | -4% | -0.3% | -2% | x | 0%
CN1CCN(C(=O)C2=C[C@@H](c3ccc(C(F)(F)F)cc3)C[C@@H](OCCCCO)O2)CC1 | -5% | 3% | -4% | -9 | 14% | 0 | -2% | -0.1% | x | -2% | 8%
CCc1cccc(C)c1NC(=O)CSc1nnc(CCCOc2ccc(Cl)cc2Cl)n1C | -12% | -8% | -1% | 19 | -28% | 0 | -3% | 0.9% | -2% | x | 8%
Cc1ccccc1C(=O)c1cccn1CC(=O)N1CCCCCC1 | 10% | 3% | -11% | -14 | 6% | 0 | 1% | -0.1% | -7% | 3% | 0%
Cc1cc(NS(=O)(=O)c2ccc(NC(=O)/C=C/c3ccc(C)o3)cc2)nc(C)n1 | u | 0% | -9% | -1 | u | 0 | u | -0.1% | -4% | -2% | u
O=C(NNc1nc2cc3c(cc2s1)OCO3)c1ccc(F)cc1 | -3% | -14% | -1% | -22 | 10% | 1 | -12% | -0.5% | -3% | x | -22%
O=C(Cn1cccc1C(=O)c1ccccc1)NCCCN1CCOCC1 | 2% | 0% | -14% | -1 | -9% | 1 | 2% | -0.3% | -3% | 0% | 6%
COc1cc(C(=O)OCC(=O)NCc2ccc(F)cc2)cc(NC(=O)c2cccs2)c1OC | u | -22% | -3% | -2 | 8% | 8 | -12% | -1.5% | -2% | 1% | 4%
COc1ccc(C(=O)NCc2nnc(SCC(=O)c3ccc(F)cc3)n2C)cc1OC | 5% | 1% | x | -4 | -12% | x | -2% | 0.2% | 0% | x | x
CN(CC(=O)Nn1cnnc1)S(=O)(=O)c1ccccc1 | 0% | 5% | x | 0 | -20% | -1 | 1% | 0.1% | 1% | -2% | 2%
CCOC(=O)c1cn(-c2ccccc2)nc1-c1ccncc1 | 5% | 0% | -1% | 29 | -14% | 0 | -3% | 0.5% | -5% | 8% | -2%
Cc1c(NC(=O)C(C)OC(=O)c2ccc(NC(=O)CC#N)cc2)c(=O)n(-c2ccccc2)n1C (stereo not drawn) | -5% | 4% | x | -5 | 1% | x | 2% | -0.3% | -7% | x | x
COC(=O)NNC(=S)Nc1cc(OC)ccc1OC | u | 5% | 0% | 2 | -6% | -2 | -4% | -0.2% | x | 0% | -4%
